Tb PYK inh: qHTS of Trypanosoma Brucei Inhibitors; pyruvate kinase (Trypanosoma brucei), Q57TT1; TbPYK enzyme, Kinase-Glo Plus ATP luminescence, 45 min; Potency, µM (highest dose often 76.8 µM), inactives show at the highest dose activity, negative = inhibition, most hits filed as inhibitors; hit rate 0.12% among 410,000; active = well fitted inhibition curve with a large enough effect; note: nearly all actives have a fitted effect of over 50% in size
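In this concentration-response screen, enzyme-free wells defined baseline while DMSO plates tracked drift. Each reaction combined TbPYK, substrate, compound and 130 uM ADP for 45 min at room temperature. Kinase-Glo Plus luminescence gave the signal.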
An asterisk follows results filed as active; [ ] = dose if it differs, or a comment. % is set by controls: 0 for no effect and ±100 for the full control effect; potency is the fitted concentration of half-maximal effect. Only part of the results is shown, so the mix of outcomes need not match the whole.

SMILES	Tb PYK inh
CCCNC(=O)C1(C)CCN(Cc2ccc(OCc3ccccc3)cc2)C1 (stereo unspecified)	1%
O=C1c2[nH]nc(-c3ccccc3O)c2C(c2ccc(F)cc2)N1CCO (stereo unspecified)	-4%
CSc1ccc(NC(=O)C2(C)CCN2C(=O)Cc2ccc(C(C)(C)C)cc2)cc1 (stereo unspecified)	2%
COc1cccc(C(=O)Nc2nnc(S(=O)(=O)N3CCCc4ccccc43)s2)c1	-10%
CC1(C(=O)NS(=O)(=O)c2cccc(C#N)c2)CCN1C(=O)Cc1ccc(-c2ccccc2)cc1 (stereo unspecified)	3%
CC(=O)Nc1cc(-c2cccc(C)c2)cn2c(-c3ccc(S(C)(=O)=O)cc3)cnc12	-7%
COc1cc(C2c3c(-c4ccccc4O)n[nH]c3C(=O)N2CCO)ccc1OCC(C)C (stereo unspecified)	1%
COc1ccc(CC(N)c2csc(NC(=O)Nc3ccc(OC)cc3)n2)cc1 (stereo unspecified)	-6%
CC(O)(c1cccc(F)c1)c1nc(-c2ccncc2)cs1 (stereo unspecified)	-3%
Cc1ccc(NC(=O)CSc2nccn2Cc2ccco2)cc1Cl	-5%
Cc1ccc(CNCc2ccc3c(c2)n(C)c(=O)n3C)cc1	2%
COc1cccc(CNc2nc3cc(-c4cnn(Cc5ccccc5)c4)sc3c(=O)n2C)c1	-9%
COc1ccc(CN2C[C@@H](CO)O[C@@H](n3cnc4c(NCCO)ncnc43)C2)cc1	-6%
Cc1ccccc1NC(=O)C(=O)NCC(c1ccc2c(c1)OCO2)N1CCN(c2ccccc2)CC1 (stereo unspecified)	2%
COc1cccc(NC(=O)C2CCN(S(=O)(=O)c3cc(-c4noc(C)n4)ccc3C)CC2)c1	0%
COCc1ccc(C(=O)N2CCCC(N(C)CCc3ccccc3)C2)s1 (stereo unspecified)	-1%
O=C(CC(c1cccs1)N1Cc2ccccc2C1=O)Nc1ccc(F)cc1 (stereo unspecified)	3%
Cc1oc(-c2cccc(Cl)c2)nc1Cn1c(SCc2ccc(F)cc2)nc2cccnc21	5%
COc1ccc(C)cc1NC(=O)c1cn(C)c(=O)c2cc(OC)c(OC)cc12	2%
Cc1ccsc1CN1CCc2nc(N3CCN(c4ccccc4F)CC3)ncc2C1	-6%
COc1ccc(S(=O)(=O)c2nnn(-c3cc(Cl)c(OC)cc3OC)c2C)cc1	-11%
Cc1ccc(CN(Cc2ccco2)C(=O)c2ccc(OCC(C)C)cc2)cc1	1%
CCC(Oc1ccccc1)C(=O)Nc1cccc(OCc2cc(=O)n3cccc(C)c3n2)c1 (stereo unspecified)	-10%
CC(=O)c1cccc(NS(=O)(=O)c2cc(-c3onc(C)c3C)ccc2C)c1	-1%
Cc1ccc(-n2c3c(cc(-c4nc(-c5ccc(Cl)cc5)cs4)c2=O)C(=O)CC(C)(C)C3)cc1	2%
SMILES	Tb PYK inh
CC1(C(=O)NS(=O)(=O)c2cccs2)CCN1C(=O)Cc1ccccc1 (stereo unspecified)	5%
O=C(Nc1ccc2c(c1)OCO2)c1cc(C2CCCN(C(=O)C3CCCCC3)C2)on1 (stereo unspecified)	-7%
COc1ccc(OC)c(NC(=O)c2c(N3CCCC3=O)c3cc(OC)ccc3n2C)c1	1%
O=C(CCC1N=C2c3ccccc3N=C(SCc3cccc(Cl)c3)N2C1=O)N1CCN(c2ccccc2)CC1 (stereo unspecified)	-11%
COc1ccc(NC(=O)N2CC[C@@]3(CCCN(C(=O)c4cnccn4)C3)C2)cc1	0%
CN(C1CCCCC1)S(=O)(=O)c1ccc2c(c1)c(=O)c(C(=O)N1CCN(c3ccc(F)cc3)CC1)cn2C	1%
Cc1cc(Br)c2nc(-c3ccccc3)c(Cc3cccc(Cl)c3)n2c1	-3%
CC(=O)c1cccc(NC(=O)c2nc(-c3ccccc3)n(-c3ccccc3)n2)c1	3%
CCN(Cc1ccccc1)C(=O)CN1C(=O)COc2ccc(S(=O)(=O)N(CC)CC)cc21	-7%
Cc1ccc(NC(=O)C2CCCN2S(=O)(=O)c2ccc3c(c2)CCCC(=O)N3)cc1C (stereo unspecified)	-6%
Cc1cc(C)c(/C=C/c2onc(C)c2S(=O)(=O)N2CCC(C(=O)NCCc3ccccc3)CC2)c(C)c1	0%
COc1ccc(OC)c(-c2noc(CSc3nnc(-c4ccccc4)n3-c3ccccc3)n2)c1	6%
OC(c1ccccc1)c1ncc(-c2ccc(Oc3ccccc3)cc2)[nH]1 (stereo unspecified)	7%
CC(=O)c1cccc(Nc2ccc3cc(S(=O)(=O)N4CCC(C)CC4)ccc3n2)c1	4%
COc1ccc(S(=O)(=O)N2CCC[C@H]2C(=O)N2CCC[C@H]2C(=O)NCc2ccccc2)cc1C	0%
O=C(Cc1csc2ccccc12)NCc1ccc(F)cc1	1%
COc1ccc(C2C(=O)N(C3CCCCCC3)CC(=O)N2Cc2ccc(C)cc2)cc1OC (stereo unspecified)	2%
Cc1ccc(NC(=O)N2CCN(c3cc(-c4noc(C)n4)ccc3C)CC2)c(F)c1	1%
CCOC(=O)c1cc(-c2ccc(OC)cc2)nn1Cc1ccccc1	4%
CC(=O)c1ccc(NC(=O)CC(c2cccs2)N2Cc3ccccc3C2=O)cc1 (stereo unspecified)	-1%
CC(C)c1ccc(NC(=O)C2CCCN(S(=O)(=O)c3cccc4nonc34)C2)cc1 (stereo unspecified)	-6%
CC1=C(c2ccc(Cl)cc2)S(=O)(=O)NC1=NCc1ccc(C)cc1	-1%[15.4 µM]
Cc1ccc(C2c3c(-c4ccccc4O)n[nH]c3C(=O)N2CCCO)cc1 (stereo unspecified)	2%
CCCN(CCC)C(=O)Cn1c(=O)n(CCCCCC(=O)NCc2ccc3c(c2)OCO3)c(=O)c2sccc21	-5%
COc1ccc(C(=O)NNc2ncnc3c2cnn3-c2cccc(Cl)c2)cc1OC	-6%
SMILES	Tb PYK inh
CNC[C@H]1Oc2cc(Br)ccc2S(=O)(=O)N([C@H](C)CO)C[C@H]1C	-4%
C[C@@H]1CN([C@@H](C)CO)C(=O)CCCn2nncc2CO[C@H]1CN(C)C(=O)Nc1ccc(F)cc1	2%
Cc1ccccc1NC(=O)c1ccc2[nH]c(C)c(C)c2c1	-7%
Cc1c(Cl)ccc2sc(N3CCN(C(=O)CCS(=O)(=O)c4ccc(F)cc4)CC3)nc12	0%
COC(=O)c1cc(C)nc2c1c(=O)nc(SCc1cccc(C(F)(F)F)c1)n2C1CC1	-1%
COC(=O)N(C)C[C@@H]1OCc2cnnn2CCCC(=O)N([C@@H](C)CO)C[C@H]1C	-4%
O=C(CSc1nc(-c2ccccc2)cn1-c1ccccc1)Nc1ccccc1	-4%
CCOc1cc(CNC(=O)c2ccc3c(c2)N(C)C(=O)C2CCCCN32)cc(OCC)c1OCC (stereo unspecified)	0%
Cc1ccc2c(CC(=O)N(Cc3ccc(N(C)C)cc3)Cc3ccco3)coc2c1C	-11%
CCN1CCN(c2ncnc3c2cnn3-c2ccc(F)cc2)CC1	-12%
COc1ccc(-c2nc3c(c(SCC(=O)N4CCCCC4)n2)Cc2cc(C)ccc2O3)cc1	4%
COc1ccc(OC)c(C(=O)CC2(O)C(=O)N(Cc3ccccc3C)c3ccccc32)c1 (stereo unspecified)	-5%
Cc1cc(C)n(-c2nc3cc(Cl)ccc3nc2N2CCN(c3ccccc3F)CC2)n1	1%
Cc1ccccc1CNC(=O)CN(c1cccc(C)c1C)S(C)(=O)=O	-2%
Cc1ccc(C(C)C)c(OCC(=O)Nc2cc(-c3nc4ccccc4[nH]3)ccc2C)c1	-4%
Cc1cccc(-n2ncc(C(=O)NCc3ccco3)c2C2CCN(C(=O)OC(C)(C)C)CC2)c1	6%[15.4 µM]
CCCN1C(=O)C(Cc2nc3ccccc3c(=O)n2-c2cccc(C)c2)c2ccccc21 (stereo unspecified)	-11%
CCOC(=O)c1cc(OCC)c2c(ccc3ccccc32)n1	-8%
CC(C)NC(=O)N1CC[C@@]2(CCCN(C(=O)c3cnccn3)C2)C1	2%
CCOc1ccc(CCNC(=O)c2cnc3sc(N4CCCC4)nn3c2=O)cc1	8%
Cc1cccc(N2CCN(C(=O)C3CCN(S(=O)(=O)c4c(C)noc4/C=C/c4ccccc4F)CC3)CC2C)c1 (stereo unspecified)	6%
COc1cc(C(=O)Nc2ccc(OCc3cc(=O)n4ccc(C)cc4n3)cc2)cc(OC)c1OC	-16%
O=C(Nc1ccccc1OCc1cc(=O)n2ccccc2n1)Nc1ccccc1C(F)(F)F	-4%
Cc1ccc(-n2nc(C)c3c(C(=O)NCc4ccc(F)cc4)cc(C)nc32)cc1	9%
CCn1c(C)c(C)c2cc(C(=O)NCc3ccc(N(C)C)cc3)ccc21	-9%[15.4 µM]
SMILES	Tb PYK inh
COCCCNC(=O)c1cc(-c2ccc(OC)cc2)nc2n[nH]c(-c3ccc(Cl)cc3)c12	-2%
CCc1ccccc1N(C)C(=O)c1cc2c(Cl)nc3ccc(C)cc3c2s1	7%
O=[N+]([O-])c1ccc(NN=CC2CCCCCC2)c([N+](=O)[O-])c1	0%
Cc1nn(-c2ccccc2)c2c1N(CCCC(=O)NCc1ccc(Cl)cc1)C(=O)CS2	-1%
Cc1ccc(NC(=O)CC[C@H]2O[C@@H](n3cnc4c(NC(=O)c5ccccc5)ncnc43)[C@H](O)[C@@H]2O)cc1C	-3%
O=C(Nc1cccc2c1[nH]c(=O)c1ccccc12)C(F)(F)F	-9%
CC1CCN(S(=O)(=O)c2ccc3c(ccn3CC(=O)NCc3ccc(N(C)C)cc3)c2)CC1	-4%
COc1ccc(-c2nc3ccc(C(=O)NCc4ccc(C)cc4)cc3nc2-c2ccc(OC)cc2)cc1	4%
CC(C)(C(=O)c1ccccc1)/[N+]([O-])=C/c1ccccc1F	1%
CCOC(=O)C(C)Sc1nc(-c2ccccc2)ccc1C#N (stereo unspecified)	-11%
O=C(Nc1nnc2n1CCS2)c1cc(C(F)(F)F)cc(C(F)(F)F)c1	-2%
CN(C)C(=O)c1cccc(-c2cnc3c(NC=O)cc(-c4cc(F)c(F)c(F)c4)cn23)c1	1%
Cc1c(NC(=O)c2ccc(OC(C)C)cc2)cccc1-c1nc2ncccc2o1	0%
CCOc1ccc(CCNC(=O)CCc2cn(Cc3ccccc3F)c3ccccc23)cc1OCC	0%
CCc1cccc(NC(=O)C2CCN(C(=O)c3cnn(-c4ccccc4)c3-n3cccc3)CC2)c1	-4%
O=C(NCCC1=CCCCC1)c1ccc2c(c1)N(Cc1ccccc1F)C(=O)c1ccccc1S2=O (stereo unspecified)	3%
COC(=O)N1CCC2(CCN(C(=O)Nc3cccc(C#N)c3)CC2)CC1	-7%
Cc1ccc(-n2nc(C(=O)N3CCCCC3C)c(=O)n(C)c2=O)cc1 (stereo unspecified)	-3%
COc1ccc(CNC(=O)CCc2c(C)nn(-c3ccc(N4CCCCC4)nn3)c2C)c(OC)c1	-4%
C[C@@H]1CCCCO[C@H](CN(C)Cc2ccccc2)[C@@H](C)CN([C@H](C)CO)C(=O)c2cc(NS(=O)(=O)c3ccc(Cl)cc3)ccc2O1	-4%
COC(=O)c1cccc(CN2C(=O)C(C)Oc3ccc(C)cc32)c1 (stereo unspecified)	-2%
Cc1ccccc1NC(=O)Nc1nc(CN)cs1	-1%
CCOc1ccc(NC(=O)c2cc(S(=O)(=O)N3CCc4ccccc43)ccc2F)cc1	-5%
CCn1ccc2cc(S(=O)(=O)N3CCC(C(=O)NCCOC)CC3)ccc21	-2%
COc1ccc2c(CNC3CCC(C)CC3)c(C(=O)O)n(Cc3ccccc3)c2c1 (stereo unspecified)	2%
SMILES	Tb PYK inh
Cc1nn2c(C)c(C(=O)NCC(C)c3ccccc3)cnc2c1-c1ccccc1 (stereo unspecified)	0%
CC[C@H](C)NC(=O)CCCc1nnc2n(CCC(C)C)c(=O)c3sccc3n12	4%
CC(=O)Nc1ccc(NS(=O)(=O)c2c(C(=O)N3CCCCCC3)c(C)n(C)c2C)cc1	0%
O=C(O)CNC(=O)CNC(=O)CNC(=O)CSC(=O)c1ccccc1	4%
O=C(CSc1nc(=O)[nH]c2c1CCCC2)NCc1ccccc1Cl	-7%
COc1ccc(-c2ccc(CCC(=O)O)n2CC(=O)Nc2cccc(Cl)c2C)cc1	3%

Among those listed so far, these have a Cl atom:
SMILES	Tb PYK inh
Cc1ccc(NC(=O)CSc2nccn2Cc2ccco2)cc1Cl	-5%
Cc1oc(-c2cccc(Cl)c2)nc1Cn1c(SCc2ccc(F)cc2)nc2cccnc21	5%
COc1ccc(S(=O)(=O)c2nnn(-c3cc(Cl)c(OC)cc3OC)c2C)cc1	-11%
Cc1ccc(-n2c3c(cc(-c4nc(-c5ccc(Cl)cc5)cs4)c2=O)C(=O)CC(C)(C)C3)cc1	2%
O=C(CCC1N=C2c3ccccc3N=C(SCc3cccc(Cl)c3)N2C1=O)N1CCN(c2ccccc2)CC1 (stereo unspecified)	-11%
Cc1cc(Br)c2nc(-c3ccccc3)c(Cc3cccc(Cl)c3)n2c1	-3%
CC1=C(c2ccc(Cl)cc2)S(=O)(=O)NC1=NCc1ccc(C)cc1	-1%[15.4 µM]
COc1ccc(C(=O)NNc2ncnc3c2cnn3-c2cccc(Cl)c2)cc1OC	-6%
Cc1c(Cl)ccc2sc(N3CCN(C(=O)CCS(=O)(=O)c4ccc(F)cc4)CC3)nc12	0%
Cc1cc(C)n(-c2nc3cc(Cl)ccc3nc2N2CCN(c3ccccc3F)CC2)n1	1%
COCCCNC(=O)c1cc(-c2ccc(OC)cc2)nc2n[nH]c(-c3ccc(Cl)cc3)c12	-2%
CCc1ccccc1N(C)C(=O)c1cc2c(Cl)nc3ccc(C)cc3c2s1	7%
Cc1nn(-c2ccccc2)c2c1N(CCCC(=O)NCc1ccc(Cl)cc1)C(=O)CS2	-1%
C[C@@H]1CCCCO[C@H](CN(C)Cc2ccccc2)[C@@H](C)CN([C@H](C)CO)C(=O)c2cc(NS(=O)(=O)c3ccc(Cl)cc3)ccc2O1	-4%
O=C(CSc1nc(=O)[nH]c2c1CCCC2)NCc1ccccc1Cl	-7%
COc1ccc(-c2ccc(CCC(=O)O)n2CC(=O)Nc2cccc(Cl)c2C)cc1	3%
